From PubChem BioAssay
SENP1 FRET inh = inhibitors of human SENP1 SUMO protease catalytic domain | recombinant SENP1 catalytic domain, CyPet-SUMO1-YPet FRET cleavage | inhibition, % at 10 µM | actives 0.21% (n = 360,000) | AID 624204;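 active means inhibition at least 30% at 10 µM, raw YFP signal under a set limit, fluorescence ratio 0.5 to 1.5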;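 further: 0% = enzyme with DMSO and 100% = no enzyme wells; some results filed as inactive read as strong as hits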
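system = hSENP1 catalytic domain, recombinant | reagent = SFCypet-SUMO1-SFYpet substrate at 25 nM | doses = one dose per compound, 10 µM, 0.5% DMSO | incubation = enzyme reaction for 50 min at room temperature, dark | measured by = FRET, CFP and YFP emission | controls = no-enzyme low, enzyme-DMSO high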
SENP8 block-1 = inhibitors of human SENP8 protease | purified SENP8, Z-RLRGG-aminoluciferin cleavage, luminescence | inhibition, % at 10 µM | actives 1.2% (n = 330,000) | AID 2540; in the data active means inhibition above about 50%
SENP7 inh = inhibitors of human SENP7 protease | Q9BQF6 | inhibition, % at 5 µM | actives 1.5% (n = 330,000) | recombinant SENP7, Z-RLRGG-aminoluciferin luminescence, 40 min;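 active means inhibition above about 50% at the single test dose, limit read from the data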;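 further: plate controls were DMSO with enzyme for no effect and no enzyme buffer wells for full effect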
Apaf-1 inh = blocks human Apaf-1 apoptosome activity. actives 0.71% (n = 330,000). AID 489030. reconstituted apoptosome caspase-3 activity, DEVD-Rh110 fluorescence. O14727. inhibition, % at 20 µM; active means inhibition of at least 40% at 20 µM;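 further: plate controls were DMSO wells for no effect and DEVD-CHO caspase inhibitor wells for full effect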
Target sequence (O14727 whole entry, looked up): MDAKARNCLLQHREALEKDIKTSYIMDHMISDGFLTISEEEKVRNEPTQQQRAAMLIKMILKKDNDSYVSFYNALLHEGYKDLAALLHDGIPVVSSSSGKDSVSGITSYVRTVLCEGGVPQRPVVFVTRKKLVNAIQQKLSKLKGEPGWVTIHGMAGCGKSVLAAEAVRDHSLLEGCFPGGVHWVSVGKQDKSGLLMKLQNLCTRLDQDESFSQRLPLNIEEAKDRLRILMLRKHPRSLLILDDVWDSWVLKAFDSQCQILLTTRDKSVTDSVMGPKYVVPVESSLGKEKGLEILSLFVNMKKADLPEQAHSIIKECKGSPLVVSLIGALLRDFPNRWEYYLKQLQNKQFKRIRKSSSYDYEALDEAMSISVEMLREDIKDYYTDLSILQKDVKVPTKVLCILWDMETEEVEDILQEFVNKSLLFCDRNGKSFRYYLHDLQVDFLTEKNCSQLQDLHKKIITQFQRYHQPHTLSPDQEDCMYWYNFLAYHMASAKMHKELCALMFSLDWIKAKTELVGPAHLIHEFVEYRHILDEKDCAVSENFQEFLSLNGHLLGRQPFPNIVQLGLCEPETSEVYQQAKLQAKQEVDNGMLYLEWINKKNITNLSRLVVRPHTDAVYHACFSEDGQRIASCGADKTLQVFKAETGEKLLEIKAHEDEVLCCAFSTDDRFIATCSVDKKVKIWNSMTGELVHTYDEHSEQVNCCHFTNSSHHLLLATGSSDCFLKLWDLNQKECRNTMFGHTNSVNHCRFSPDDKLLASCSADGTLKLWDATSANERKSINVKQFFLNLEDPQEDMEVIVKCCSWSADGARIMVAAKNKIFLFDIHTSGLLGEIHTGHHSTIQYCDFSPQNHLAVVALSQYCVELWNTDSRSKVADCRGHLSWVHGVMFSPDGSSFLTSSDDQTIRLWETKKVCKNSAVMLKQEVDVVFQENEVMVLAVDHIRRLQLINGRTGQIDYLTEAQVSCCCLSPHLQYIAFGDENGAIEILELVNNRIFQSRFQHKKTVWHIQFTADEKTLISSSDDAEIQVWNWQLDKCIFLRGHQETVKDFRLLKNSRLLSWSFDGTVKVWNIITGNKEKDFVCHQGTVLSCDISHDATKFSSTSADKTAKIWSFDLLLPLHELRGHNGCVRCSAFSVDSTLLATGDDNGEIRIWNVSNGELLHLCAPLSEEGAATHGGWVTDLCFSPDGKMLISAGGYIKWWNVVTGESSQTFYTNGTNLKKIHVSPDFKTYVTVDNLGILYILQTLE
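detection = Rh110 fluorescence intensity | test system = biochemical Apaf-1 apoptosome reconstitution | also added = cytochrome c and DEVD-Rh110 substrate | schedule = 30 min plus 50 min, RT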
SENP8 block-2 = SENP8 (human) protease inhibition. recombinant SENP8, Nedd8 substrate fluorescence. inhibition, % at 20 µM. Q96LD8. actives 0.64% (n = 360,000). AID 602440; in the data active means inhibition mostly above about 40%, no sharp cut-off; inactive means mostly below about 27%
PfGluPho inh = PfG6PD (Plasmodium falciparum) enzyme inhibition. PfGluPho enzyme, NADPH resazurin-diaphorase fluorescence. inhibition, % at 20 µM. actives 0.78% (n = 350,000);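 active means inhibition reaching at least a set limit at 20 µM in the primary screen, cut at about 59% in these data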;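 further: 0% = DMSO wells with substrate and 100% = DMSO wells lacking glucose-6-phosphate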
HKDC1 inh = inhibitors of human hexokinase HKDC1; AID 493160; Q2TB90; recombinant HKDC1, G6PDH/diaphorase resazurin coupled fluorescence; inhibition, % at 20 µM; actives 0.16% (n = 340,000);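 active means inhibition above about 35% when tested at 20 µM, limit read from the data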;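 further: plate controls were DMSO wells with enzyme for no effect and DMSO wells lacking enzyme for full effect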
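System: Recombinant HKDC1 hexokinase | Amount: HKDC1 at 5 µg/mL | Reagent: Glucose with 1 mM ATP | Doses: Single 20 µM dose | Incubation: Reaction time 90 min, room temperature, protected from light | Signal: Coupled resazurin fluorescence, excitation 525 nm, emission 613 nm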
SENP6 inh = inhibitors of human SENP6 protease; Q9GZR1; Recombinant SENP6 catalytic domain, aminoluciferin luminescence; inhibition, % at 10 µM; actives 1.8% (n = 330,000); AID 2599;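 active means inhibition above about 50% at the single tested dose, limit read from the data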;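 further: plate controls were DMSO wells with enzyme for no effect and DMSO wells lacking enzyme for full effect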
Active calls of the source: *; x = no result given.

Value order: HKDC1 inh	SENP1 FRET inh	Apaf-1 inh	PfGluPho inh	SENP8 block-2	SENP7 inh	SENP8 block-1	SENP6 inh
S=c1cnc2ccccc2[nH]1
→ -13	-2	-15	64*	3	9	-13	0
CCN=C(NCC)SC1CC(=O)N(c2ccccc2)C1=O (stereo unspecified)
→ 0	-1	-1	-8	6	1	-1	-8
O=c1cc2c(n[nH]1)CCCC2
→ 7	1	6	-15	23	5	1	-8
COCCN(C(=O)CSc1nn(-c2ccc(F)cc2)c(=S)s1)c1c(N)n(CC(C)C)c(=O)[nH]c1=O
→ 0	-9	14	-9	-24	-6	-18	-9
CC(C)c1ccc(C(=O)NN2C(=O)C3CCCCC3C2=O)cc1 (stereo unspecified)
→ -7	2	4	-8	4	4	3	-9
COc1ccc(CC(=O)Nc2cc(C)on2)cc1
→ -5	8	-3	8	10	-5	-6	-5
O=C(CN1CCCCCC1)Nc1ccc(F)c(F)c1
→ -9	0	-5	-16	27	-2	4	-8
CCN(C(=O)CSc1cc(C)c2cccc(C)c2n1)C1CCS(=O)(=O)C1 (stereo unspecified)
→ -8	0	2	-10	19	-5	-3	-13
CC(C)(C)OC(=O)C[C@@H]1C/C=C\C[C@H](CC(=O)N(CCO)Cc2ccccc2)C(=O)N[C@@H](c2ccccc2)COC1=O
→ -1	2	16	-7	15	-2	-4	-24
Cn1cccc1C(=O)OCC(=O)Nc1cccc(S(=O)(=O)N2CCOCC2)c1
→ -8	0	-4	-5	5	-3	-6	-3
CC1(C(=O)OCC(=O)NCCNC(=O)COC(=O)C2(C)CC2(Cl)Cl)CC1(Cl)Cl (stereo unspecified)
→ -8	2	12	6	-10	5	7	0
COc1ccc(S(=O)(=O)N2CCN(C(=O)Cc3ccsc3)CC2)cc1
→ 3	-3	-2	2	-7	1	-1	-15
CC1(C(O)(C#CC[N+]2(C)CCCCC2)c2ccccc2)CCCC1 (stereo unspecified)
→ -5	1	4	-8	9	3	1	-8
CCOC(=S)NC(=O)c1sc2ccccc2c1Cl
→ -5	-2	-19	8	6	5	3	3
CCOc1ccc(NC(=O)CSc2nnc(-c3ccccn3)n2C)cc1
→ -13	2	11	-12	0	6	2	4
O=C(Nc1ccc(N2CCCC(O)C2)cc1)c1snc2c(=O)[nH]cnc12 (stereo unspecified)
→ 11	1	-4	-1	6	-4	-1	-9
COc1ccc(S(=O)(=O)N(CC(=O)N2CCN(C)CC2)C2CCCCC2)cc1OC
→ -10	-2	-3	-24	31	-4	-3	-2
Cn1c(=O)c2c(nc(NCC3CCCO3)n2Cc2ccccc2)n(C)c1=O (stereo unspecified)
→ -20	3	-7	2	25	-6	1	0
CCOc1ccc(-c2c(C(=O)N/N=C/c3cccs3)nnn2-c2nonc2N)cc1
→ -7	1	0	-4	-7	10	-3	-25
Cc1ccc(S(=O)(=O)N2CCN(C(=O)COC(=O)c3ccc(O)cc3)CC2)c(C)c1
→ 3	-1	10	-3	0	3	-3	-15

Results in SENP1 FRET inh, SENP8 block-2 and HKDC1 inh (two entries from above):
SMILES	SENP1 FRET inh	SENP8 block-2	HKDC1 inh
CCN=C(NCC)SC1CC(=O)N(c2ccccc2)C1=O (stereo unspecified)	-1	6	0
O=c1cc2c(n[nH]1)CCCC2	1	23	7

More results.
Value order: HKDC1 inh	SENP1 FRET inh	Apaf-1 inh	PfGluPho inh	SENP8 block-2	SENP7 inh	SENP8 block-1	SENP6 inh
CCOC(=O)/C(=N\Nc1ncnc2ccccc12)c1ccc(C)cc1
→ 4	0	22	7	30	25	62*	61*
O=C(c1ccc(Cn2c(=O)[nH]c3ccccc3c2=O)cc1)N1CCN(c2ccccn2)CC1
→ -6	-1	7	-1	17	-2	-6	-8
CCCCS(=O)(=O)C(=C1Nc2ccccc2N1)S(=O)(=O)CCCC
→ -5	0	-2	-19	27	-9	-7	-17
Cc1oc2cc3oc(=O)c(CCC(=O)NCCCn4ccnc4)c(C)c3cc2c1C
→ 6	-3	13	2	-191	3	-5	-2
Cc1ccc(CNC(=O)c2cc3cc(Br)ccc3oc2=N)cc1
→ -2	-9	20	12	-16	-11	5	-2
COc1ccc(N(CC(=O)N2CCN(c3ccccc3)CC2)S(=O)(=O)c2ccc(C)cc2)cc1
→ 2	0	20	11	5	1	-2	-4
CC[C@]12c3[nH]c4ccc(Cl)cc4c3CCN1C(=O)[C@@H](CC(=O)NCc1ccc(OC)c(OC)c1)C[C@@H]2C(=O)N1CCN(C(=O)C2CC2)CC1
→ 3	-3	21	10	0	3	x	x
CCOC(=O)c1[nH]c(COC(=O)CCCOc2ccccc2)c(C(=O)OCC)c1C
→ 4	x	18	11	x	0	-1	-26
COc1cc(OC)cc(C(=O)N[C@H](C(=O)Nc2cccc(S(=O)(=O)N3CCCC3)c2)C(C)C)c1
→ -3	2	-9	6	12	12	2	-28
Cn1c(SCc2ccc([N+](=O)[O-])cc2)nnc1-c1cccnc1
→ -1	0	6	-10	3	4	2	2
CN(C)c1ccnc2sc3c(SCc4ccc(Cl)cc4)ncnc3c12
→ -9	-27	0	2	-101	58*	-9	2
O=C(Nc1ccc(Br)cc1)c1cc2ccccn2n1
→ -5	2	-13	71*	37	64*	71*	-8
COc1ccc(CSc2nnc(C)n2N)cc1[N+](=O)[O-]
→ -4	2	-6	-8	12	1	0	12
COc1ccc(NS(=O)(=O)c2csc(C(=O)N3CCCC3)c2)cc1
→ -4	2	3	-13	3	10	-11	-5
CCCOc1ccc(N2C(=O)CC(N3CCN(c4ccc([N+](=O)[O-])cc4)CC3)C2=O)cc1 (stereo unspecified)
→ 1	-10	15	13	19	-8	-2	15
COC(=O)c1ccc(CSc2nc3c(c(=O)n2-c2ccc(F)cc2)SCC3)o1
→ -4	0	-4	14	6	7	-2	-2
COc1ccc(-n2nc(C(=O)N(C)C)nc2-c2ccccc2)cc1
→ 4	0	-14	20	6	-9	-8	8
O=C(NCC1CCCO1)C1CCCN(Cc2cnn(-c3ccccc3)c2-n2cccc2)C1 (stereo unspecified)
→ -8	-1	-5	-12	18	-1	3	-5
Cc1ccc(C)c(NC(=O)NNS(=O)(=O)c2ccc(C)c(C)c2)c1
→ -7	1	10	-10	9	2	3	1
O=C1CCC(C(=O)NCc2ccc3c(c2)OCO3)N1 (stereo unspecified)
→ -7	2	-9	-17	18	-3	-15	-4

Five compounds drawn at random from the list so far, as already listed:
Value order: HKDC1 inh	SENP1 FRET inh	Apaf-1 inh	PfGluPho inh	SENP8 block-2	SENP7 inh	SENP8 block-1	SENP6 inh
O=C(Nc1ccc(Br)cc1)c1cc2ccccn2n1
→ -5	2	-13	71*	37	64*	71*	-8
COC(=O)c1ccc(CSc2nc3c(c(=O)n2-c2ccc(F)cc2)SCC3)o1
→ -4	0	-4	14	6	7	-2	-2
CCCOc1ccc(N2C(=O)CC(N3CCN(c4ccc([N+](=O)[O-])cc4)CC3)C2=O)cc1 (stereo unspecified)
→ 1	-10	15	13	19	-8	-2	15
Cn1c(SCc2ccc([N+](=O)[O-])cc2)nnc1-c1cccnc1
→ -1	0	6	-10	3	4	2	2
O=C(c1ccc(Cn2c(=O)[nH]c3ccccc3c2=O)cc1)N1CCN(c2ccccn2)CC1
→ -6	-1	7	-1	17	-2	-6	-8

New compounds follow
Value order: HKDC1 inh	SENP1 FRET inh	Apaf-1 inh	PfGluPho inh	SENP8 block-2	SENP7 inh	SENP8 block-1	SENP6 inh
Cc1ccc(CONC(=O)c2ccc(C)cc2)cc1
→ -5	-1	-6	6	20	12	3	1
Cc1ccc2ccc(C(Nc3cccc(C(F)(F)F)c3)c3cccnc3)c(O)c2n1 (stereo unspecified)
→ -16	2	-1	10	11	7	5	-13
CC(NC(=O)c1ccc2c(c1)C(=O)N(Cc1cccnc1)C2=O)c1ccccc1 (stereo unspecified)
→ -7	1	0	4	4	-4	-4	-16
Cc1ccnc(NS(=O)(=O)c2cccs2)c1
→ -15	4	-23	0	-18	11	-4	-3
COc1ccc(S(=O)(=O)NC2CC(=O)N(c3ccc(C)c(C)c3)C2)cc1C (stereo unspecified)
→ 1	2	21	1	18	6	3	6
Cc1ccc2c(c1)N(CC(=O)N1CCCCC1C)C(=O)CO2 (stereo unspecified)
→ -6	1	-5	-2	3	0	3	-14
O=C(NCCSCc1ccccc1)c1cc(S(=O)(=O)N2CCOCC2)ccc1F
→ 4	0	-6	-3	12	0	-1	-10
Cc1ccc(-c2cnc(SCCNC(=O)c3ccco3)[nH]2)cc1
→ -1	0	9	-7	2	-3	-4	-9
C=C(C)CSc1nnc2n(N)c(=O)c3ccccc3n12
→ 1	2	-1	6	2	4	-2	18
COc1ccc(C2(C(=O)Nc3ccc(S(=O)(=O)Nc4nc(C)cc(C)n4)cc3)CCCC2)cc1OC
→ 6	-2	-9	-8	9	3	6	-11
CCCCNCc1cc2ccccc2o1
→ -4	2	-5	7	14	1	-2	4
C#CCOCCOCCOCCNc1nc(N2CCN(C(=O)[C@H]([C@@H](C)CC)n3cc(CCC(=O)O)nn3)CC2)nc(N2CCN(C(=O)[C@H](Cc3ccc(O)cc3)n3cc(CCO)nn3)CC2)n1
→ 0	1	x	8	17	x	x	x
COc1ccc(OC)c(NC(=O)CCNS(=O)(=O)c2cccs2)c1
→ -1	2	2	-6	4	-3	-2	-10
O=C(NCCCN1CCN(c2cccc(Cl)c2)CC1)C1CCC(=O)N1Cc1ccccc1Cl (stereo unspecified)
→ 0	-1	x	-17	12	x	x	x
O=C(Nc1ccc(F)cc1F)N1CCCN(c2ccc(C(F)(F)F)cn2)CC1
→ 2	3	8	5	-10	5	-11	-4
CCSCc1nnc(SCC(=O)Nc2nc3ccccc3s2)n1C
→ -8	-4	-3	-17	20	3	1	-4
Cc1cc(OCCCCNC(C)C)cc(C(C)C)c1
→ -5	2	-27	-13	4	-8	-8	-17
Cc1ccccc1NS(=O)(=O)c1cc(S(C)(=O)=O)ccc1Cl
→ -10	4	-10	-3	16	-9	-10	-16
CCN(CC(=O)NCc1cccs1)C(=O)c1ccccc1Cl
→ -7	2	20	24	-3	11	5	8
CCN1CCN(c2nc(Nc3ccc(OC)cc3)nc(N)c2[N+](=O)[O-])CC1
→ -2	2	-8	0	34	-1	-8	-26
CC(C)Oc1ccc(/C(O)=C2/C(=O)C(=O)N(CCN(C)C)C2c2ccco2)cc1 (stereo unspecified)
→ -5	-5	9	-5	5	9	-8	7
CC(C)C(=O)Nc1ccc(Oc2ccc3c(c2)C(=O)NC3=O)cc1
→ -3	1	3	-1	13	-1	7	5
Cc1cccc(N2CCN(C(=O)c3ccc(S(=O)(=O)N(C)c4ccccc4)cc3)CC2)c1C
→ 13	1	21	14	21	15	-1	-14
CC1CCN(c2ccc3nnc(CCC(=O)NC(C)C)n3n2)CC1
→ -5	1	-6	-2	0	-8	-16	-8
CCC1CCCCN1C(=O)CCC(=O)Nc1nnc(C(F)(F)F)s1 (stereo unspecified)
→ -3	1	-1	-22	5	-12	-7	4
CCOC(=O)C(C)N1N=C(/C=C/c2ccc(C)cc2)CCC1=O (stereo unspecified)
→ -2	0	10	2	1	-12	-12	-11
COc1ccc2[nH]cc(CCNC(=O)C3CCCO3)c2c1 (stereo unspecified)
→ -7	-2	-6	-4	-53	-4	-12	2
Cc1ccc(-n2c(=O)[nH]c3ncccc3c2=O)cc1
→ -6	1	-4	0	-136	9	-3	-19
CN1C(=O)NC(c2ccc(O)cc2)C2=C1CN(c1ccccc1)C2=O (stereo unspecified)
→ -7	0	-20	-2	-44	-5	3	-27
Cc1ccc(Cl)cc1NC(=O)COC(=O)C1CC1
→ -11	0	10	7	6	15	1	-9

Random draw from the library; overall some 3.6% were active at least once.
